From PubChem
CBFb RUNX1 block = qHTS Assay for Compounds Blocking the Interaction Between CBF-beta and RUNX1 for the Treatment of Acute Myeloid Leukemia. Runt-related transcription factor 1 (Homo sapiens) + Core-binding factor subunit beta …. 230,000 tested, under 10 active. AlphaScreen CBFb-His/RUNX1-biotin binding, biochemical. Potency, µM (top dose mostly 59.8 µM), for inactives: top-dose activity, negative = inhibition, actives largely listed as inhibitors; also: % of control where 0% means no effect
Target sequence (Q01196 whole entry, looked up): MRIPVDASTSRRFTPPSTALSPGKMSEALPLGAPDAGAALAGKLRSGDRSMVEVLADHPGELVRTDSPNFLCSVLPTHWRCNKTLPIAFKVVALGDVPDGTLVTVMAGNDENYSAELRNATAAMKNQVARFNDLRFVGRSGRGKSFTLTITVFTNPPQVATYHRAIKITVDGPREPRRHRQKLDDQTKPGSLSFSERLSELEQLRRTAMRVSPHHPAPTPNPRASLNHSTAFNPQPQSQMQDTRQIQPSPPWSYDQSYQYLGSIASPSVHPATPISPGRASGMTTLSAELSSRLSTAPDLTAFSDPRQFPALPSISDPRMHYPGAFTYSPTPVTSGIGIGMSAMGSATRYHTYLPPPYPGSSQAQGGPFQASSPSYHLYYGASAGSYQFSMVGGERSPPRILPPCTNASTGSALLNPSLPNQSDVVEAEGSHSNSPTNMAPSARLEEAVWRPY
Target sequence (Q13951 whole entry, looked up): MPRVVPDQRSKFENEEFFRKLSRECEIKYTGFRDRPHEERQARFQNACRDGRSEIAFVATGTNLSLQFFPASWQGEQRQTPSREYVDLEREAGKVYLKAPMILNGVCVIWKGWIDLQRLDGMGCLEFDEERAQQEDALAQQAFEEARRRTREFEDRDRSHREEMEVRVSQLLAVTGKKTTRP
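CBFb-His/RUNX1-biotin, 30 nM each, preincubated 20 min RT; compound 15 min RT; Ni + streptavidin beads 50 ng each, 90 min RT; AlphaScreen read.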
HTT aggregate = qHTS Multiplex Assay to Identify Dual Action Probes in a Cell Model of Huntington: Aggregate Formation (GFP). Potency, µM (top dose mostly 46.1 µM), for inactives: at the top dose activity change, negative = inhibition, actives largely listed as inhibitors. PC12 HttQ103-GFP aggregates, Acumen cytometry, 40 h. hit rate 1.1% among 220,000. AID 1688, 2009; also: potency is read from the fitted curve at half-maximal effect; % is scaled to controls: 0 for no effect and ±100 for the full control effect; nearly all actives have a fitted effect of over 60% in size
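Ecdysone-promoter PC12 model expressing HTT exon 1 Q103 fused to GFP, induced by tebufenozide at 100 nM final. Compounds titrated; aggregates sized 1–25 µm scored on a 488 nm laser cytometer.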
Luc counter = Counterscreen for Luciferase (Kinase-Glo TM) Inhibition; Luciferin 4-monooxygenase (Photuris pensylvanica), Q27757; Kinase-Glo luciferase, ATP luminescence, 8 min; Potency, µM (highest dose often 38.3 µM), without a hit: top-dose activity change, negative = inhibition, actives largely listed as inhibitors; hit rate 0.28% among 200,000; also: potency is read from the fitted curve at half-maximal effect; % is scaled to controls: 0 for no effect and ±100 for the full control effect; nearly all actives have a fitted effect of over 60% in size
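Kinase-Glo luciferase light output from ATP and luciferin was measured with 10 uM ATP, within the enzyme's linear range. Buffer: 50 mM imidazole pH 7.2, 50 mM KCl, 7 mM MgCl2, 0.01% Tween 20, 0.05% BSA; luminescence read after 8 min at ambient temperature.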
L3MBTL1 inh = qHTS Assay for the Inhibitors of L3MBTL1; AID 485360, 2010; hit rate 0.66% among 230,000; AlphaScreen L3MBTL1–H3K9me1 peptide binding; Potency, µM (highest dose often 57.1 µM), inactives show at the top dose activity, negative = inhibition, most hits filed as inhibitors; also: potency is read from the fitted curve at half-maximal effect; % is scaled to controls: 0 for no effect and ±100 for the full control effect; nearly all actives have a fitted effect of over 60% in size
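L3MBTL1 50 nM + b-AHA-H3(1-15)K9me1 75 nM, 30 min RT; compound added, 30 min RT; streptavidin donor/Ni-chelate acceptor beads 10 ug/mL each final, 30 min RT dark; AlphaScreen read.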
Epigenetic derep = Quantitative High-Throughput Screen for Regulators of Epigenetic Control. Potency, µM (top dose mostly 53.9 µM), inactives show top-dose GFP activation, usual class: activators. murine LDR cells, GFP reporter derepression, 30 h. hit rate 0.2% among 280,000. AID 1865, 2009; also: potency is read from the fitted curve at half-maximal effect; % of control where 0% means no effect; nearly all actives have a fitted effect of over 60% in size
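Reporter derepression read as number of fluorescent GFP-positive objects, 20-120 um in size, counted by laser-scanning cytometer. Mouse LDR line with an epigenetically silenced CMV-GFP locus; compound incubation 30 h, 37 C.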
IMPase Li cell = qHTS Assay for Identifying the Cell-Membrane Permeable IMPase Inhibitors: Potentiation with Lithium; CHO-M1 cells, IP1 TR-FRET (IP-One), carbachol + lithium; Potency, µM (highest dose often 59.4 µM), for inactives: top-dose activity, negative = IMPase inhibition, usual class: inhibitors; hit rate 0.35% among 210,000; AID 1457, 2008;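 also: IP1 builds up when IMPase is blocked and the TR-FRET signal falls; potency is read from the fitted curve at half-maximal effect; plate controls were basal vehicle for no effect and high inhibitor control for full effect; nearly all actives have a fitted effect of over 50% in size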
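CHO cells stably expressing M1 receptor (2000/well) were cultured 16–30 h, then exposed to compounds with a small lithium addition for 30 min at 37C. IP1 was measured by TR-FRET competition; AC50 from Hill fits.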
NPSR antagonist = qHTS Assay for Antagonists of the Neuropeptide S Receptor: cAMP Signal Transduction | Q6W5P4 | CHO-NPSR cells, cAMP TR-FRET, antagonist mode | Potency, µM (series often up to 38.3 µM), inactives show at the top dose activity change, negative = inhibition, actives largely listed as inhibitors | hit rate 1% among 220,000 | AID 1461, 2008; also: potency is read from the fitted curve at half-maximal effect; % is scaled to controls: 0 for no effect and ±100 for the full control effect; nearly all actives have a fitted effect of over 50% in size; many of its hits are not listed in these tables
Target sequence (Q6W5P4 whole entry, looked up): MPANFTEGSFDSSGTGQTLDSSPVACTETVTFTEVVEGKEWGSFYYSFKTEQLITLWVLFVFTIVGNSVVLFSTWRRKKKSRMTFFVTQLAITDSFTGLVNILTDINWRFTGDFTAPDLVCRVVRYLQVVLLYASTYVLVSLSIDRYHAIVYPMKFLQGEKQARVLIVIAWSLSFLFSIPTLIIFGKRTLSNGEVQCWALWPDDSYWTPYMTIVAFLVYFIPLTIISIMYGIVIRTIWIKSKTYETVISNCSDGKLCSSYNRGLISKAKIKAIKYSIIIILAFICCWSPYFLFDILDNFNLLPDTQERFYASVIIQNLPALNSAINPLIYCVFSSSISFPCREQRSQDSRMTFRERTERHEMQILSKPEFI
An asterisk follows results filed as active; ? = inconclusive; . = no result given; [ ] = dose if it differs, or a comment. Calls follow the shape of the dose curve; as a rule, active = well fitted curve in the direction sought with a large enough effect; inconclusive = small, poorly fitted or top-dose-only effect, or another doubt; inactive = no such curve, though single readings can be large; an effect the other way counts as inactive or inconclusive. Some of the compounds tested; count on the stated rates, not on these rows.

SMILES	CBFb RUNX1 block	HTT aggregate	Luc counter	L3MBTL1 inh	Epigenetic derep	IMPase Li cell	NPSR antagonist
CCCSc1nsc(SCCC)c1C(N)=O	11%	?	-2%	0%	0.0%	1%[38.3 µM]	-4%[46.1 µM]
CC1CC(C)CN(CCCNC(=O)c2csc3c2CCCC3)C1 (configuration not stated)	0%	-18%	-3%	.	-1.0%	7%[38.3 µM]	4%[46.1 µM]
Cc1ccc(NC(=S)NCCc2ccccc2)c(C)c1	-3%	-10%	-2%	?	-1.1%	27%	-26%
OC(c1ccccc1)(c1ccc(F)cc1)C(c1ccccc1)N1CCOCC1 (configuration not stated)	0%	?	-1%	7%	-0.9%	18%[38.3 µM]	?
O=c1oc(-c2ccccc2NS(=O)(=O)c2ccc(Cl)cc2)nc2ccccc12	-3%	6%[9.22 µM]	.	4%	2.1%	.	28%
N#CCn1c(C2CCCCC2)nc2ccccc2c1=O	0%	-21%	15%	-1%	1.7%	4%[38.3 µM]	-7%[46.1 µM]
Cc1c(NC(=O)CCCCCN2C(=O)c3ccccc3C2=O)c(=O)n(-c2ccccc2)n1C	-13%	2%	-3%	-2%	0.0%	4%	9%
NC(=O)CSC1=Nc2ccccc2C2=NC(CCC(=O)NCc3ccc(F)cc3)C(=O)N12 (configuration not stated)	12%	-14%	-1%	-2%	-1.0%	-29%[38.3 µM]	4%[46.1 µM]
Cc1cccc(-c2nnc(SCC#N)n2-c2ccccc2)c1	0%	11%	1%	-1%	0.0%	4%[38.3 µM]	2%[46.1 µM]
CCN(CC)C(NC(=O)Cc1ccccc1)C(Cl)(Cl)Cl (configuration not stated)	3%	10%	-1%	-3%	-1.1%	-3%[38.3 µM]	-9%[46.1 µM]
COc1ccc(NC(=O)CSc2nnc(Cc3cccn3C)n2CCc2ccccc2)c(OC)c1	-11%	1%	3%	-15%	-3.5%	-1%[38.3 µM]	-20%[46.1 µM]
Cc1ccc(N2C(=S)NC3c4ccccc4OC2(C)C3C(=O)N(C)C)cc1 (configuration not stated)	-6%	-17%	3%	.	3.9%	-10%	16%
COc1ccc(-c2csc(NC(=O)c3ccc(OCC(=O)N4CCOCC4)c(OC)c3)n2)cc1OC	4%	-12%	2%	-10%	1.1%	13%	-2%
CC(=O)C1=C(C)NC(=O)NC1c1ccccc1OCC(=O)NCCc1ccccc1 (configuration not stated)	6%	-17%	0%	.	0.0%	43%[38.3 µM]	3%[46.1 µM]
COc1ccc(-n2c(=S)[nH]c3cc(C(=O)Nc4ccc(OC)c(OC)c4)ccc3c2=O)cc1	2%	-3%	-1%	12%	0.0%	-1%	0%
Nc1c(C(=O)NCC2CCCO2)sc(=S)n1-c1ccccc1 (configuration not stated)	-5%	-21%	-3%	-3%	-0.9%	-2%[38.3 µM]	-8%[46.1 µM]
Cc1ccc(C)c(N(C)S(=O)(=O)c2cccc3nsnc23)c1	-5%	-7%	-9%	-9%	1.9%	11%[38.3 µM]	-9%[46.1 µM]
O=C(Nc1ccccc1)Nc1sccc1-c1nc2ccccc2s1	5%	-2%[9.22 µM]	.	12%	17%	.	-57%
COc1ccc(C(=O)NCC(O)COc2ccc(C(C)(C)C)cc2)cc1[N+](=O)[O-] (configuration not stated)	11%	-8%	-1%	-4%	-1.1%	1%	12%
Cc1ccc(CNC(=O)COc2ccccc2-c2ccccc2)cc1	8%	?	2%	19%	-0.9%	12%	-16%
CNC(=S)NNC(=O)CCn1nc(C)c(Br)c1C	12%	-12%	0%	.	0.2%	-8%[38.3 µM]	-5%[46.1 µM]
CCc1ccc(NC(=O)N2CCN(c3ccccc3)CC2)cc1	-9%	6%	0%	5%[11.4 µM]	-0.1%	-3%	2%
CCCCOP(=O)(OCCCC)C1(NS(=O)(=O)c2ccccc2)C=CC(=O)c2ccccc21 (configuration not stated)	0%	0%	.	-3%	-1.0%	.	?
O=C(O)c1cc2c(o1)CCC/C2=N\O	5%	-3%	1%	1%	-0.8%	7%[38.3 µM]	-1%[46.1 µM]
CCc1nnc(NC(=O)CCC(=O)NCCc2ccc(OC)c(OC)c2)s1	-1%	-24%	-4%	9%	-1.3%	-6%	12%
The results go on.
SMILES	CBFb RUNX1 block	HTT aggregate	Luc counter	L3MBTL1 inh	Epigenetic derep	IMPase Li cell	NPSR antagonist
O=C(O)CCCCCN1C(=O)C(=O)/C(=C(/O)c2ccccc2)C1c1ccccc1 (configuration not stated)	2%	-3%	12%	-2%	-1.0%	-3%[38.3 µM]	-16%[46.1 µM]
CCN1C(=O)N[C@@H](c2ccccc2)[C@H](C(C)=O)[C@H]1C	6%[13.1 µM]	.	-8%[7.66 µM]	.	.	10%	.
C=CCn1cnc2c(c1=O)c1nc3ccccc3nc1n2/N=C/c1ccccn1	2%	-10%	1%	-3%	-0.9%	26%[38.3 µM]	-19%[7.67 µM]
Cc1ccc(NC(=S)N/N=C2\CC(C)(C)Oc3ccc(O)cc32)cc1	-5%	13%	2%	-8%	0.0%	17%	-9%[46.1 µM]
COc1ccc(N2CCN(c3oc(-c4ccccc4OC)nc3C#N)CC2)cc1	-11%	-33%	2%	?	3.2%	22%[38.3 µM]	-32%[46.1 µM]
O=C(NCc1ccc(Cl)cc1)c1ccc(CSc2nc3ccncc3[nH]2)cc1	8%	18%[9.22 µM]	.	.	0.0%	.	-25%
CCCCOc1ccccc1NC(=O)CC1Nc2ccccc2NC1=O (configuration not stated)	-20%	9%	3%	-8%	-1.0%	1%[38.3 µM]	-41%[46.1 µM]
COc1ccc(-c2n[nH]c(C)c2-c2cc(OC)ccc2O)cc1	-1%	2%	-1%	.	-3.9%	42%[activator][38.3 µM]	-9%[46.1 µM]
CCCCN(CC)C(=O)c1ccc(-c2ccccc2)cc1	7%	-9%	11%	11%	-1.2%	4%	-30%
Cc1cc(Oc2cnn(C(C)(C)C)c(=O)c2Cl)cc(C(C)C)c1	-3%	-8%	-5%	-1%	-1.2%	13%	?
CCc1ccc(-c2ccc(SCC(=O)NCC3CCCO3)nn2)cc1 (configuration not stated)	2%	17%	-2%	8%	-1.0%	4%	8%
CC(NC(N)=O)C(=O)NCC(=O)OCc1ccccc1 (configuration not stated)	9%	-3%	1%	2%	-2.2%	-2%	12%
CN(C)C(=O)CN1C(=O)C2CCCCN2C(=O)c2ccccc21 (configuration not stated)	4%	-9%	9%	-2%	-0.7%	-13%[38.3 µM]	-7%[46.1 µM]
COc1cccc(-c2nnc(SCC(=O)N3CC(C)CC(C)C3)o2)c1 (configuration not stated)	-1%	-17%	-2%	.	1.0%	15%[38.3 µM]	-14%[46.1 µM]
Cc1cccc(NC(=O)c2ccc(-c3ccccc3[N+](=O)[O-])o2)c1	4%	-7%[9.22 µM]	-5%	-20%	1.0%	15%	36%
COc1ccccc1NC(=O)N1CCN(c2ccccn2)CC1	4%	-1%	18%	.	-0.2%	-16%[38.3 µM]	-4%[46.1 µM]
O=c1[nH]c(Cn2nnc(-c3ccccc3)n2)nc2scc(-c3ccccc3)c12	1%	-14%	-3%	1%	-0.9%	-24%[38.3 µM]	-10%[46.1 µM]
CC1(C)CC2(CCO1)N1CC3(C)CN2CC(C)(C1)C3O (configuration not stated)	-1%	-9%	0%	.	-1.0%	1%[38.3 µM]	-3%[46.1 µM]
Cc1cc(=O)oc(C)c1C(=O)NNC(=O)C1(C)CC1Br (configuration not stated)	6%	-1%[9.22 µM]	.	5%	-0.3%	.	3%[7.67 µM]
COc1ccccc1C1/C(=C(/O)c2ccc(Cl)cc2)C(=O)C(=O)N1CCN1CCOCC1 (configuration not stated)	-3%	-5%	-4%	-4%	-0.4%	1%[38.3 µM]	-10%[46.1 µM]
Cc1cc(C)c2c(CC(=O)NCc3ccco3)coc2c1	10%	8%	-1%	-8%	-13%	14%[38.3 µM]	10%[46.1 µM]
OC(C#CCN1CCCC1)(c1ccccc1)c1cccc(F)c1 (configuration not stated)	6%	-3%	1%	-6%	-1.1%	19%	18%

Taken from the entries so far, twelve compounds:
SMILES	CBFb RUNX1 block	HTT aggregate	Luc counter	L3MBTL1 inh	Epigenetic derep	IMPase Li cell	NPSR antagonist
O=C(O)CCCCCN1C(=O)C(=O)/C(=C(/O)c2ccccc2)C1c1ccccc1 (configuration not stated)	2%	-3%	12%	-2%	-1.0%	-3%[38.3 µM]	-16%[46.1 µM]
CCN1C(=O)N[C@@H](c2ccccc2)[C@H](C(C)=O)[C@H]1C	6%[13.1 µM]	.	-8%[7.66 µM]	.	.	10%	.
C=CCn1cnc2c(c1=O)c1nc3ccccc3nc1n2/N=C/c1ccccn1	2%	-10%	1%	-3%	-0.9%	26%[38.3 µM]	-19%[7.67 µM]
Cc1ccc(NC(=S)N/N=C2\CC(C)(C)Oc3ccc(O)cc32)cc1	-5%	13%	2%	-8%	0.0%	17%	-9%[46.1 µM]
COc1ccc(N2CCN(c3oc(-c4ccccc4OC)nc3C#N)CC2)cc1	-11%	-33%	2%	?	3.2%	22%[38.3 µM]	-32%[46.1 µM]
O=C(NCc1ccc(Cl)cc1)c1ccc(CSc2nc3ccncc3[nH]2)cc1	8%	18%[9.22 µM]	.	.	0.0%	.	-25%
CCCCOc1ccccc1NC(=O)CC1Nc2ccccc2NC1=O (configuration not stated)	-20%	9%	3%	-8%	-1.0%	1%[38.3 µM]	-41%[46.1 µM]
COc1ccc(-c2n[nH]c(C)c2-c2cc(OC)ccc2O)cc1	-1%	2%	-1%	.	-3.9%	42%[activator][38.3 µM]	-9%[46.1 µM]
CCCCN(CC)C(=O)c1ccc(-c2ccccc2)cc1	7%	-9%	11%	11%	-1.2%	4%	-30%
Cc1cc(Oc2cnn(C(C)(C)C)c(=O)c2Cl)cc(C(C)C)c1	-3%	-8%	-5%	-1%	-1.2%	13%	?
CCc1ccc(-c2ccc(SCC(=O)NCC3CCCO3)nn2)cc1 (configuration not stated)	2%	17%	-2%	8%	-1.0%	4%	8%
CC(NC(N)=O)C(=O)NCC(=O)OCc1ccccc1 (configuration not stated)	9%	-3%	1%	2%	-2.2%	-2%	12%
